Assay outcomes from PubChem BioAssay.
TGFb SMAD3 inh = blocks TGF-b signaling; HepG2 CAGA-GFP TGF-b/SMAD3 reporter, GFP fluorescence, 18 h; TGF-beta stimulated, 500 pg/mL final; Potency, µM (series often up to 46.1 µM), without a hit: at the highest dose activity, negative = inhibition, usual class: inhibitors; 410,000 compounds, 1.2% hits; AID 588855; further: potency means the concentration at half of the fitted maximal effect; on the % scale 0 is the no-effect control and ±100 the full control effect; nearly all actives have a fitted effect of over 65% in size
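HEPG2 CAGA-GFP cells (1000/well, DMEM with 1% FBS) were pre-incubated 2 h at 37 degrees C, given compound by pin tool, then stimulated with TGF-beta at 500 pg/mL final for 18 h before per-cell GFP fluorescence imaging.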
A549 tox = counter-screen for Nrf2 inhibitors: cytotoxicity in A549 cells; A549 ARE-Fluc cells, CellTiter-Fluor viability, 18-24 h; Potency, µM (highest dose often 46 µM), without a hit: at the top dose activity change, negative = cytotoxicity, hits mostly inhibitors; 390,000 compounds, 0.16% hits; further: potency means the concentration at half of the fitted maximal effect; on the % scale 0 is the no-effect control and ±100 the full control effect
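A549 ARE_Fluc cells in 5% FBS OPTI-MEM were exposed to compounds in concentration-response for 18-24 h at 37 deg C. Viability was read by CellTiter-Fluor fluorescence (Ex 405/Em 525) after 30 min, before the luciferase read.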
MmCpn inh = M. maripaludis TRiC chaperonin inhibition | 330,000 compounds, 0.031% hits | Potency, µM (titrated, usually from 76.9 µM), for the others: at the highest dose activity, negative = inhibition, usual class: inhibitors | purified Mm-Cpn ATPase, ADP Transcreener TR-FRET; further: potency means the concentration at half of the fitted maximal effect; on the % scale 0 is the no-effect control and ±100 the full control effect; nearly all actives have a fitted effect of over 80% in size
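Eu-cryptate anti-ADP/ADP-d2 competition gives a ratio inversely related to ADP. Enzyme at 25 nM was pre-exposed to compound for 10 min, then given 10 uM ATP for 30 min, 37°C throughout.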
pAkt inh = blocks phosphorylation of Akt. AID 651550. activity change, % for hits at 50 µM. Neuro2A IGF-stimulated pAkt S473 HTRF, 20 min; active compounds read low. 360,000 compounds, 0.32% hits; in the data active means activity change below about -80%; inconclusive means mostly about -51% to -80%; further: on the % scale 0 is the no-effect control and ±100 the full control effect
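Neuro2A cells in DMEM with 0.5% FBS, overnight at 37 deg C, given compound at single 50 µM final, then IGF (6 nM final) for 20 min at 37 deg C. Lysed; phospho-Akt Ser473 by HTRF after 24 h, 665/615 ratio.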
CCT modulator = modulators of cytosolic chaperonin (CCT/TRiC) activity; purified chaperonin ATPase assay, HTRF ADP detection, 30 min; activity change, % (no concentration beside the values), hits read low; 360,000 compounds, 0.3% hits; AID 651819; in the data active means activity change below about -30%; further: on the % scale 0 is the no-effect control and ±100 the full control effect
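ATPase activity: ADP formed was measured by HTRF Transcreener (665/615 nm ratio) after 30 min at 37 deg C with 10 uM ATP. Compounds screened at one 76 uM concentration against 40 or 20 nM TRiC in Tris pH 7.4/KCl/MgCl2/DTT buffer.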
Nrf2 activator = Nrf2 pathway activation. AREc32 ARE-luciferase reporter (MCF7-derived line), luminescence, 24 h. Potency, µM (highest dose often 46.1 µM), without a hit: at the top dose activation, hits mostly activators. 410,000 compounds, 0.31% hits. AID 624171; further: potency means the concentration at half of the fitted maximal effect; % of control where 0% means no effect; nearly all actives have a fitted effect of over 65% in size
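Luminescent ARE reporter assay in AREc32_Fluc cells: overnight plating at 37 deg C, 24 hr compound incubation, Steady-Glo added, 30 min RT before reading.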
Nrf2 block = inhibitors of Nrf2 signaling; A549 ARE-Fluc reporter, luciferase luminescence, 18-24 h; Potency, µM (top dose mostly 46 µM), without a hit: top-dose activity change, negative = inhibition, most hits filed as inhibitors; 360,000 compounds, 2.1% hits; further: potency means the concentration at half of the fitted maximal effect; on the % scale 0 is the no-effect control and ±100 the full control effect; nearly all actives have a fitted effect of over 60% in size
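Quantitative HTS in A549 cells stably bearing an antioxidant response element-firefly luciferase construct. Inhibition of Nrf2-driven transcription was scored by luminescence after 18-24 h of compound exposure at 37 °C.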
S2 tox = cell viability loss in ATXN counter-screen; S2 cells (HEK-293 line with an ATXN2-luciferase reporter) viability, CellTiter-Fluor protease fluorescence, 24 h; Potency, µM (titrated, usually from 56.7 µM), actives largely listed as cytotoxic; 400,000 compounds, 0.49% hits; AID 651635; further: potency means the concentration at half of the fitted maximal effect; nearly all actives have a fitted effect of over 40% in size
HepG2 viability = counter-screen for TGF-b inhibitors: cytotoxicity in HepG2 cells; HepG2 CAGA-GFP viability, ATP luminescence, 18 h; Potency, µM (top dose mostly 46.1 µM), without a hit: at the top dose activity change, negative = cytotoxicity, usual class: cytotoxic; 410,000 compounds, 0.76% hits; AID 588856; further: potency means the concentration at half of the fitted maximal effect; some results filed as inactive show a strong effect at the top dose
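CellTiter-Glo luminescence gave cytotoxicity after 18 hours at 37 degrees C. The cells were HepG2 CAGA-GFP in 1% FBS DMEM, stimulated with 500 pg/mL TGF-beta after compound addition. %Activity was normalised to no-cell wells (complete cell-killing) and DMSO (no toxicity), and curves were fitted and classified.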
Active calls of the source: *; i = inactive; ? = inconclusive; . = no result given; [ ] = dose if it differs, or a comment. Unless noted, the call rests on the fitted dose curve; in most records, active means well fitted curve in the direction sought with a large enough effect; inconclusive means small, poorly fitted or top-dose-only effect, or another doubt; inactive means no such curve, though single readings can be large; an effect the other way counts as inactive or inconclusive. No enrichment for hits; about 4.4% have a hit in one of these screens.

SMILES | TGFb SMAD3 inh | A549 tox | MmCpn inh | pAkt inh | CCT modulator | Nrf2 activator | Nrf2 block | S2 tox | HepG2 viability
Cc1ccc(N(CC(O)CN2CCCCC2)S(=O)(=O)c2ccccc2[N+](=O)[O-])cc1 (stereo unspecified) | -11% | 0% | 0% | i | 0.7 | 4.5% | 3% | i | 2%
O=C1C(=O)N(CCS(=O)(=O)c2ccccc2)c2ccc(F)cc21 | ? | -5% | 1% | i | 0.3 | ? | 5% | i | -99%
O=C(CN(Cc1ccco1)S(=O)(=O)c1cccs1)Nc1ccccc1C(F)(F)F | ? | 24% | 2% | i | 3.5 | 8.2% | . | i | 1%
Cc1ccccc1C(=O)NC(=S)NCCC1=CCCCC1 | ? | 3% | 0% | i | -1.1 | -0.1% | ? | ? | -20%
CCN1CCN(C(=O)CCCn2c(C)c3cnn(-c4ccccc4)c(=O)c3c2C)CC1 | 0% | ? | 1% | i | -9.5 | 4.4% | -12% | i | -21%
Cc1c(C(=O)NCc2ccccc2Br)oc2c1-c1[nH]ncc1CC2 | -26% | 1% | . | . | . | 7.3% | 19% | . | -39%
Cc1ccc(-n2nnc(-c3nc(-c4cccs4)no3)c2N)cc1C | 2% | 4% | . | . | . | 4.1% | ? | . | 2%
CCn1c(=O)cc(C(F)(F)F)[nH]c1=S | -16% | -1% | 3% | i | -2.2 | 0.3% | 8% | i | -17%
O=C(Nc1ccc(F)cc1F)c1ccc(-n2cncn2)nc1 | -2% | -16% | -2% | i | -1.1 | -0.7% | -18% | i | 16%
COc1ccc(NC(=O)C2CCCN(S(=O)(=O)c3cccs3)C2)cc1OC (stereo unspecified) | -2% | -5% | -2% | i | 3.2 | 0.9% | ? | i | -2%
O=C(CC(NC(=O)c1ccccc1)c1ccccc1)NCc1ccccc1 (stereo unspecified) | -30% | -1% | 1% | i | -2.0 | -0.5% | -8% | i | 1%
Cc1oc(-c2ccccc2Cl)nc1CSc1nc2c(c(=O)[nH]1)CCC2 | 5% | 1% | 2% | i | 0.4 | 1.1% | 1% | i | 7%
Cc1ccc(N2C(=O)C(CN3CCOCC3)C2c2ccccc2)cc1 (stereo unspecified) | -20% | -8% | -1% | i | 1.6 | -0.4% | -8% | i | -26%
COCCNC(=O)CN(c1cccc(OC)c1)S(=O)(=O)c1ccc(C)cc1 | -7% | 7% | 0% | i | 1.2 | -0.3% | -8% | i | 0%
O=c1[nH]nc(SCc2nnc(-c3ccc([N+](=O)[O-])cc3)o2)n1C1CCCCC1 | 0% | -6% | -2% | i | 0.7 | -0.3% | -25% | ? | -40%
Cc1ccc(NC(=O)C(=O)Nc2ccc(C)cn2)nc1 | 32%[activator] | 1% | 1% | i | -6.9 | -0.1% | ? | i | 6%
CC(C)OCCc1cccc[n+]1[O-] | 24% | . | . | i | -1.2 | -1.4% | . | i | -8%
O=C(N/N=C/c1ccc(OC(F)F)cc1)c1cccc(S(=O)(=O)N2CCOCC2)c1 | ? | 1% | -1% | i | -4.3 | 0.0% | 1% | i | 6%
Cc1cc(C(=O)Nc2ccccc2C(F)(F)F)no1 | -14% | 13% | -1% | i | -1.2 | 0.2% | ? | i | 5%
COc1ccccc1CN1CC(C(=O)NCCc2ccccc2Cl)CCC1=O (stereo unspecified) | 8% | 1% | 0% | . | -0.6 | 0.2% | 10% | i | 6%
CCSc1ccccc1C(=O)NCc1ccc(S(N)(=O)=O)cc1 | 13% | 0% | -2% | i | -2.3 | 0.1% | 11% | i | -22%
CC1C(=O)CC(c2ccc([N+](=O)[O-])cc2)NC1c1ccc([N+](=O)[O-])cc1 (stereo unspecified) | 17% | -5% | 4% | i | -0.2 | 2.7% | -25% | i | 5%
O=C(OCC(=O)N1CCCCCC1)c1ccccc1Br | 8% | -4% | -1% | i | -2.0 | 0.5% | ? | i | -3%
O=C(O)CCCC(=O)Nc1ccccc1C(=O)O | ? | -6% | 0% | i | 2.5 | -0.4% | 3% | i | 4%
CCC1SC(CC)C(=O)N(CC(=O)NC2CCCCC2)C1=O (stereo unspecified) | 3% | -13% | 1% | i | 1.1 | 0.2% | 10% | i | 8%
(list continues)
SMILES | TGFb SMAD3 inh | A549 tox | MmCpn inh | pAkt inh | CCT modulator | Nrf2 activator | Nrf2 block | S2 tox | HepG2 viability
CC(=O)N(c1ccccc1)C(C)c1nc(C#N)c(C#N)nc1C (stereo unspecified) | -4% | -17% | -5% | i | 1.3 | 6.9% | -10% | i | 0%
N#Cc1c(F)cccc1NCc1cccnc1 | 17% | -7% | -1% | i | -1.1 | -0.5% | ? | i | 13%
CCCCN1c2cc(C)c(O)cc2C(C(=O)OCC)C1C (stereo unspecified) | -19% | 6% | -1% | i | -2.6 | -0.6% | . | i | -15%
COc1ccc(C2=NCC(CSc3nnnn3C)S2)cc1 (stereo unspecified) | -10% | ? | -6% | i | -1.8 | 3.3% | -6% | ? | -21%
C=CCn1c(SCC(=O)Nc2ccc3c(c2)OCCO3)nnc1-c1ccccn1 | -16% | 2% | 0% | i | -4.5 | 0.0% | 6% | i | -23%
N#Cc1ccc(NC(=O)Cn2cnc(S(=O)(=O)N3CCc4ccccc43)c2)cc1 | 2% | -6% | -4% | i | -2.8 | 0.1% | -19% | i | -20%
O=C(CCc1nc(-c2ccccc2F)no1)Nc1ccc(Oc2ccccc2)cc1 | ? | ? | 2% | i | 1.7 | 4.0% | . | ? | -9%
CCOc1cc(/C=C(\C(=O)O)c2ccc(S(=O)(=O)N3CCCC3)s2)ccc1OC | 2% | 2% | 1% | i | -0.6 | 0.7% | -20% | i | -2%
CC(=O)c1cc(C(c2csc(C(C)=O)c2)c2csc(C(C)=O)c2)cs1 | 3% | -6% | -13% | i | -1.6 | 0.5% | -27% | i | -5%
CN(C)CCNc1ccc(Cl)cc1[N+](=O)[O-] | -5% | 7% | 1% | i | -0.3 | -0.6% | 8% | i | 1%
CCCc1nc2ccc(Br)cn2c1Cc1cccc(Cl)c1 | -31% | . | . | i | -0.2 | 4.5% | . | ? | -17%
CCCOc1ccc(F)cc1-c1cc(C(=O)NC(C)C)[nH]n1 | 6% | . | . | i | -0.8 | 4.6% | . | i | 8%
CC(CCc1ccccc1)NC(=O)CN1CCOc2ccccc21 (stereo unspecified) | -20% | 3% | . | i | -2.5 | 17% | 7% | i | 6%
N=C1C(c2ccccc2)=C(O)CN1c1cccc(S(N)(=O)=O)c1 | -13% | 2% | -23% | i | 4.9 | 0.1% | 0% | i | -3%
O=C(CSc1nnc(-c2ccccc2)o1)NCC1CCCCC1 | -12% | 4% | -1% | i | -1.2 | -1.0% | . | i | -10%
Cn1ncc([N+](=O)[O-])c1C(=O)Nc1ccccc1C#N | 0% | . | . | i | 1.6 | 0.1% | . | i | -3%
CCOC(=O)C1=C(C)Nc2nc(SCc3cccnc3)nn2C1c1ccc(OC)cc1 (stereo unspecified) | 0% | 6% | -1% | i | -0.9 | 0.4% | ? | i | -2%
CCCOC(=O)c1ccc(Cn2nnc3sc4c(c3c2=O)CCC(C)C4)cc1 (stereo unspecified) | 2% | 0% | . | . | . | 0.3% | 33% | i | 0%
Cc1ccc(N2CC(=O)Nc3c(oc4nc(-c5ccccc5)cc(C)c34)C2=O)cc1 | 14% | 5% | -5% | i | -1.9 | 1.6% | -3% | i | 21%
COc1ccccc1NC(=O)C1CCCCN1S(=O)(=O)c1ccc(F)cc1 (stereo unspecified) | 0% | -3% | 2% | i | -0.9 | 0.3% | -16% | i | -4%
Cn1c(=O)c2c(SCC(=O)Nc3cccc(F)c3)nc(-c3ccco3)nc2n(C)c1=O | 3% | 0% | 1% | i | -6.0 | 14% | 6% | i | 0%
O=C(NCc1ccco1)C12CN(Cc3ccccc3)CC1C(c1cccc([N+](=O)[O-])c1)=NO2 (stereo unspecified) | ? | 1% | -1% | i | -2.0 | 11% | 2% | i | -26%
COc1ccc(S(=O)(=O)c2ccc(O)cc2)cc1 | 14% | -9% | 4% | i | -1.1 | 0.3% | -1% | i | -26%
Nc1nc(SCc2ccccc2)cc(SCc2ccccc2)n1 | ? | 10% | . | i | -1.2 | 10% | ? | i | -25%
COc1ccc(-c2c(C#N)c(N)n(N)c(=O)c2C#N)cc1Cl | -16% | 2% | 1% | i | 0.2 | 0.5% | 2% | ? | 0%
COc1cccc(-n2cnc3sc(C)c(C)c3c2=O)c1 | -3% | -8% | -1% | i | -2.3 | -0.2% | 2% | i | -5%

Rewritten as labelled records: four of the compounds above
O=C(NCc1ccco1)C12CN(Cc3ccccc3)CC1C(c1cccc([N+](=O)[O-])c1)=NO2 (stereo unspecified)
  TGFb SMAD3 inh: ?
  A549 tox: 1%
  MmCpn inh: -1%
  pAkt inh: i
  CCT modulator: -2.0
  Nrf2 activator: 11%
  Nrf2 block: 2%
  S2 tox: i
  HepG2 viability: -26%
COc1ccc(S(=O)(=O)c2ccc(O)cc2)cc1
  TGFb SMAD3 inh: 14%
  A549 tox: -9%
  MmCpn inh: 4%
  pAkt inh: i
  CCT modulator: -1.1
  Nrf2 activator: 0.3%
  Nrf2 block: -1%
  S2 tox: i
  HepG2 viability: -26%
Nc1nc(SCc2ccccc2)cc(SCc2ccccc2)n1
  TGFb SMAD3 inh: ?
  A549 tox: 10%
  MmCpn inh: .
  pAkt inh: i
  CCT modulator: -1.2
  Nrf2 activator: 10%
  Nrf2 block: ?
  S2 tox: i
  HepG2 viability: -25%
COc1ccc(-c2c(C#N)c(N)n(N)c(=O)c2C#N)cc1Cl
  TGFb SMAD3 inh: -16%
  A549 tox: 2%
  MmCpn inh: 1%
  pAkt inh: i
  CCT modulator: 0.2
  Nrf2 activator: 0.5%
  Nrf2 block: 2%
  S2 tox: ?
  HepG2 viability: 0%
